14-3-3 PPI: modulators of human 14-3-3 gamma - Raf peptide interaction; 160,000 compounds, 0.19% hits; inhibition, % at 40 µM; P61981; FP, 14-3-3gamma / TMR-pS259-Raf peptide binding; in the data active = inhibition above about 30%;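 note: 0% = protein plus tracer without compound and 100% = blank with tracer alone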
Target sequence (P61981 whole entry, looked up): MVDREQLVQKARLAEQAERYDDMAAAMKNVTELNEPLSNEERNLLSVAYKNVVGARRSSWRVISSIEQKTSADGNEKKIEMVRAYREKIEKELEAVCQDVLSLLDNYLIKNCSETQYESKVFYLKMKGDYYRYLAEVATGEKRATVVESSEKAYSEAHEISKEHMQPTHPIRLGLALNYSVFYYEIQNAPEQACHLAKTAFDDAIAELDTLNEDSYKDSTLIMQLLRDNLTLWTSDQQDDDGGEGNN
Active calls of the source: *; & = joins results of further samples.

no.	SMILES	14-3-3 PPI
1	Cc1c(N2C(=O)c3ccc4c5c(ccc(c35)C2=O)CC4)c(=O)n(-c2ccccc2)n1C	3
2	CC(C)OCCCNC(=O)c1cc(-c2ccc(Cl)s2)nc2ccccc12	5
3	CCc1ccccc1NC(=O)c1nnn(CC(=O)Nc2cccc(C)c2)c1N	-2
4	O=C1C2CCCCC2C(=O)N1c1ccc2[nH]c(=S)sc2c1 (configuration not stated)	-9
5	COCCCNC(=O)c1cn(CC(C)C)c(=O)c2c1c1ccccc1n2C	-6
6	Cc1oc(CSCc2cc(C(=O)O)c(C)o2)cc1C(=O)O	-7
7	Cc1cccc(C(=O)Nc2sc3c(c2C(=O)Nc2ccccc2Cl)CCCC3)c1	-148
8	Cc1ccc(-n2c(=O)c3ccccc3n(Cc3ccc([N+](=O)[O-])cc3)c2=O)cc1	6
9	C=CCOC(=O)C1=C(C)N=C2SCCC(=O)N2C1c1ccc(OC(=O)c2ccco2)cc1 (configuration not stated)	-3
10	CCC1(C)Cc2ccccc2-c2nc3n(c(=O)c21)CC(C(=O)O)S3 (configuration not stated)	-4&-5
11	COc1ccccc1N1CCN(C(=O)c2ccc(N3CC4CC(C3)c3cccc(=O)n3C4)c(NC(=O)c3ccc(C(C)(C)C)cc3)c2)CC1 (configuration not stated)	-8
12	O=C1C2C3c4ccccc4C(c4ccccc43)C2C(=O)N1c1ccc(Cl)cc1[N+](=O)[O-] (configuration not stated)	1
13	O=C(COc1ccc(S(=O)(=O)NCc2ccccc2)cc1Cl)N1CCOCC1	0
14	Cc1nc2c(C#N)c(C)[nH]n2c(=O)c1Cc1ccccc1	-9
15	CCOc1ccc2cc(C#N)c(SCC(=O)N3CCC(C)CC3)nc2c1	-34
16	O=c1c(Cc2ccccc2O)c(O)nc2n1CCCS2	3
17	CCOC(=O)N1CCN(C(=O)c2ccc3c(=O)n(CCc4ccccc4)c(=S)[nH]c3c2)CC1	1
18	CCN1C(=O)c2cccc3c(NC(=O)c4cccc(N5C(=O)CCC5=O)c4)ccc1c23	-5
19	COc1ccc(CCNC(=O)c2oc3ccc(S(=O)(=O)N4CC(C)CC(C)C4)cc3c2C)cc1OC (configuration not stated)	2
20	Cc1ccc(NC(=O)CSc2nnc(N3C(=O)c4ccccc4C3=O)s2)c(C)c1	-2

Going on with the list:
no.	SMILES	14-3-3 PPI
21	CCC(=O)N1CCc2cc(Br)cc(S(=O)(=O)NCCN3CCCCC3C)c21 (configuration not stated)	-22
22	CCC(=O)OCCNc1ccc2noc3c2c1C(=O)c1ccccc1-3	141*
23	O=C(c1ccc2c(=O)n(-c3cc(C(F)(F)F)ccc3Cl)c(=S)[nH]c2c1)N1CCOCC1	-3
24	CC1CCN(C(=O)CS(=O)(=O)c2cn(Cc3ccccc3Cl)c3ccccc23)CC1	0
25	CCOc1ccccc1C1NC(=O)NC(C)=C1C(=O)OC1CCCCC1 (configuration not stated)	-4&-9
26	Cc1ccc(S(=O)(=O)CCC(=O)Nc2ccc(OC(F)(F)F)cc2)cc1	1
27	CC(=O)C1CC(CC#N)C1(C)C (configuration not stated)	0
28	COC(=O)C1CCN(S(=O)(=O)c2c(C)n(C)c(=O)n(C)c2=O)CC1	0
29	CC1=C(C(=O)OC2CCCC(C)C2)C(c2ccc(O)c([N+](=O)[O-])c2)NC(=O)N1 (configuration not stated)	-7
30	CCCS(=O)(=O)N1CCN(C(=O)c2cccc(OC)c2OC)CC1	-10
31	O=C(NCCN1CCOCC1)c1ccc(CSCc2cccc(Cl)c2)o1	-8
32	CN1C2CCC1CC(NC(=O)c1nn(C)c3ccccc13)C2 (configuration not stated)	2
33	O=C(Cc1ccccc1)CC1(O)C(=O)Nc2ccccc21 (configuration not stated)	0
34	COc1ccc(-n2c(N)c(-c3nc4ccccc4n3C)sc2=S)cc1	-8
35	COc1cccc(C(=O)Nc2ccc(S(=O)(=O)NCc3ccco3)cc2)c1	0
36	CCOC(=O)c1c(CN2CCOCC2)oc2ccc(OC)cc12	-3
37	COc1ccc(C2/C(=C(\O)c3ccc(F)cc3)C(=O)C(=O)N2CCN(C)C)cc1 (configuration not stated)	1
38	Cc1cccc(NC(=O)c2cc(S(=O)(=O)N3CCc4ccccc4C3)ccc2F)c1C	2
39	Cc1[nH]c(=O)[nH]c1C(=O)CCCCC(=O)OCC(=O)Nc1ccccn1	-13
40	Cc1cc(OCCCC(=O)N2CCCCC2)cc(C)c1Cl	-4

Next part
no.	SMILES	14-3-3 PPI
41	COc1ccc(NC(=O)COC(=O)c2ccc(N3CCCC3=O)cc2)cc1OC	-4
42	COc1ccc(-c2nc(-c3cc4cccc(OC)c4oc3=O)cs2)cc1	-1
43	COc1ccc(NC(=O)CCCN2C(=O)C3C4C=CC(C4)C3C2=O)c(OC)c1 (configuration not stated)	-8&-15
44	CC(=O)N(c1ccc(C)cc1)C1C=CS(=O)(=O)C1 (configuration not stated)	-4
45	Cc1cc(=O)n2[nH]c(N3C(=O)CCC3=O)nc2n1	1
46	CCOC(=O)c1c[nH]c2c(Cl)cccc2c1=O	-5
47	COc1ccc(-c2nc(SCC(=O)N3CCOCC3)n[nH]2)cc1	-3
48	O=C1CC(Cc2ccccc2)C(=O)N1c1cccc(Cl)c1 (configuration not stated)	-10
49	CCSc1nnc(NC(=O)c2cccnc2)s1	-11
50	COc1ccc(C2C3=C(CCCC3=O)Nc3nc(SCc4ccccc4Cl)nn32)cc1 (configuration not stated)	0
51	CN1C(=O)N(C)C2(c3ccccc3)Nn3c(s/c(=C/c4ccco4)c3=O)=NC12c1ccccc1 (configuration not stated)	-19
52	COc1ccc(-n2nc3c(c2NC(=O)c2ccc4c(c2)OCO4)CS(=O)(=O)C3)cc1	-6
53	CN(C)CCNC(=O)c1ccc2c(c1)NC(=O)C(N1CCCCC1)S2 (configuration not stated)	-8
54	Cc1cnc(-c2nnc(N(C)C(=O)C3CCOC3)s2)cn1 (configuration not stated)	-2
55	Cc1cc(C)nc(NC2=NCC(=O)N2c2ccc(F)c(Cl)c2)n1	1
56	O=c1cc(-c2ccccc2)[nH]c2nc(Cl)ccc12	-4
57	O=C1CCCCC1Sc1nnc(Cc2cccs2)n1CCc1ccccc1 (configuration not stated)	6
58	Cc1nc2c(C(=O)NC3CCCCC3)cnn2c(C)c1Cc1cccc(Br)c1	2
59	O=C(NC(C(=O)c1ccccc1)N1CCCCC1)c1ccccc1 (configuration not stated)	-4
60	Cn1c(-c2ccc3c(c2)OCO3)cnc1NCc1ccccc1	-6

61) CCOc1ccc2cc(C3=NN(C(=O)CCC(=O)O)C(c4ccc(Br)cc4)C3)c(Cl)nc2c1 (configuration not stated)
  14-3-3 PPI: -5

62) CN1C(=O)C(O)(C2COC(C)(C)CC2=O)c2cc(Br)ccc21 (configuration not stated)
  14-3-3 PPI: 2

63) CCOc1ccc(C2Nc3ccc4ncccc4c3C3=C2C(=O)CC(C)(C)C3)cc1 (configuration not stated)
  14-3-3 PPI: -8

64) Cc1ccc2c(=O)cc(-c3cc(C(=O)O)cc4c3OCOC4)oc2c1
  14-3-3 PPI: 0

65) COc1ccc(C2=NN(S(=O)(=O)c3ccccc3)C(c3cccc([N+](=O)[O-])c3)C2)cc1OC (configuration not stated)
  14-3-3 PPI: -46

66) CS(=O)(=O)N(CC(=O)NCC1CCCO1)c1cccc(C(F)(F)F)c1 (configuration not stated)
  14-3-3 PPI: -4

67) COc1ccccc1C(c1c(C)[nH][nH]c1=O)c1c(C)[nH][nH]c1=O
  14-3-3 PPI: -8

68) Cn1cc(C(=O)c2ccc(Cl)cc2)cc1-c1nc2ccccc2n1C
  14-3-3 PPI: -7

69) COc1ccc(CCn2c(=S)[nH]c3ccc(N4CCOCC4)cc3c2=O)cc1OC
  14-3-3 PPI: -8

70) Cc1cnc(NC(=O)C(C)N2C(=O)C3CC=CCC3C2=O)s1 (configuration not stated)
  14-3-3 PPI: -7

71) CCOC(=O)C1=C(C)NC(=O)NC1c1ccc(-c2cccc(Cl)c2C)o1 (configuration not stated)
  14-3-3 PPI: -167

72) O=c1[nH]cnc2cc(Cl)ccc12
  14-3-3 PPI: 1

73) Cc1ccccc1CN1C(=O)c2ccccc2Sc2ccc(C(=O)N3CCCC3)cc21
  14-3-3 PPI: -2

74) COCCOC(=O)c1cc(C(=O)c2cc(F)ccc2O)coc1=N
  14-3-3 PPI: -36

75) CCC1SC2=NC(C)=C(C(=O)OC)C(c3ccccc3Cl)N2C1=O (configuration not stated)
  14-3-3 PPI: -5

76) COc1ccccc1-c1nc(SCC(=O)O)n[nH]1
  14-3-3 PPI: -9

77) COc1ccc(-c2cc(C(=O)Nc3cc(C)n(Cc4ccc(Cl)cc4)n3)no2)cc1
  14-3-3 PPI: 1

78) CC1CN(c2cc(=O)n(-c3cccc(Br)c3)c(=O)[nH]2)CC(C)O1 (configuration not stated)
  14-3-3 PPI: 0

79) O=C(CN1CCN(C2c3ccccc3-c3ccccc32)CC1)Nc1cccc(F)c1
  14-3-3 PPI: -8

80) O=c1oc2ccccc2cc1-c1csc(CCCCc2nc(-c3cc4ccccc4oc3=O)cs2)n1
  14-3-3 PPI: -15

81) N#Cc1nc(-c2ccc(OCc3ccc(Cl)cc3)cc2)oc1N1CCOCC1
  14-3-3 PPI: -9

82) O=S(=O)(c1cnc[nH]1)N1CCN(c2cccc(Cl)c2)CC1
  14-3-3 PPI: -3

83) Cc1cc(NC(=O)Cn2cnc3sc(C)c(-c4ccccc4)c3c2=O)no1
  14-3-3 PPI: -8

84) Cc1nc2cc(NC(=O)N3c4ccccc4CC3C)ccc2n1C (configuration not stated)
  14-3-3 PPI: -13

85) COc1ccc(-n2c(=O)c3ccccc3n(CC(=O)OCc3ccccc3)c2=O)cc1OC
  14-3-3 PPI: 0

86) Cc1ccc(NC(=O)C2C3C=CC4(O3)C2C(=O)N(C2CCC(C)CC2)C4C(=O)NC2CCCCC2)cc1Cl (configuration not stated)
  14-3-3 PPI: 5

87) Cc1cc2cc(CCNC(=O)c3ccc(S(=O)(=O)N4CCCCC4)cc3)c(=O)[nH]c2cc1C
  14-3-3 PPI: -19

88) CCCCCOC(=O)Cc1c(O)c2ccccc2[nH]c1=O
  14-3-3 PPI: 1

89) CCc1ccc(OCC2c3cc(OC)c(OC)cc3CCN2C(=O)c2ccccc2OC)cc1 (configuration not stated)
  14-3-3 PPI: -7

90) CN1CCN(CC(=O)N(Cc2c(C#N)c3ccccc3n2C)c2ccccc2)CC1
  14-3-3 PPI: -7

91) CCC(=O)N(Cc1ccco1)c1nc(-c2cc(OC)ccc2OC)cs1
  14-3-3 PPI: -5

92) O=C(Nc1ccc(Cc2ccncc2)cc1)C(F)(F)F
  14-3-3 PPI: -21

93) CCCSc1nnc2c(n1)OC(c1ccc(O)c(OC)c1)Nc1ccccc1-2 (configuration not stated)
  14-3-3 PPI: -6

94) CSc1cccc(NC(=O)C(NS(=O)(=O)c2ccc3c(c2)CCN3C(C)=O)C(C)C)c1 (configuration not stated)
  14-3-3 PPI: -7

95) Cc1ccc(S(=O)(=O)N(C(=O)NC(=O)Nc2cccc(C(F)(F)F)c2)c2ccccc2)cc1
  14-3-3 PPI: -2

96) O=C(CN1N=C(c2ccccc2)CCC1=O)NC1CCCCC1
  14-3-3 PPI: 3

97) CN1C(=S)SC(N(O)C(=O)Nc2ccccc2)C1(C)C (configuration not stated)
  14-3-3 PPI: 43*

98) Cc1oc(C(=O)O)cc1CSc1nnc(-c2ccccc2)n1C
  14-3-3 PPI: -2&-5

99) Cc1ccc(-n2c(=O)[nH]c3c(C(N)=O)nc(CC(C)C)nc32)cc1
  14-3-3 PPI: 4

100) O=C(CN(c1ccc(Cl)c(C(F)(F)F)c1)S(=O)(=O)c1ccccc1)NCc1cccnc1
  14-3-3 PPI: 2

101) CCOC(=O)c1cnc2c(C)c(Cl)ccc2c1Nc1ccccc1OC
  14-3-3 PPI: -3

102) Cc1cc(S(=O)(=O)n2nnc3cc(Cl)ccc32)ccc1Cl
  14-3-3 PPI: -11

103) CCOC(=O)N1CCC(NC(=O)c2cc(C(=O)NC3CCCC3)ccc2CO)CC1
  14-3-3 PPI: 7

104) Cc1cc(C)nc(/N=C(\NC(=O)C(C)(C)C)Nc2ccc(F)cc2)n1
  14-3-3 PPI: 5

105) CCCCNC(=O)Cn1nc(C(F)(F)F)c2c1CCC2
  14-3-3 PPI: 2

106) COc1ccc(NC(=O)CCCn2nc(C)c([N+](=O)[O-])c2C)c(OC)c1
  14-3-3 PPI: -5

107) Cc1cccc(Oc2ccc(NC(=O)C3CC=CCC3C(=O)O)cc2)c1 (configuration not stated)
  14-3-3 PPI: -8

108) Cc1ccc(C)c(NC(=O)CN(C)S(=O)(=O)c2ccccc2)c1
  14-3-3 PPI: -28

109) Cc1ccc(CN2C(=O)CCC2C(=O)NCc2cccs2)cc1 (configuration not stated)
  14-3-3 PPI: -5

110) Cc1ccc(NC(=O)CCSc2nnc(-c3ccco3)o2)cc1
  14-3-3 PPI: -1

111) CCOCCCn1c(=S)[nH]c2cc(C(=O)NCc3ccco3)ccc2c1=O
  14-3-3 PPI: -4

112) CCN(c1cccc(C)c1)S(=O)(=O)c1ccc2c(c1)CC(C)N2C(C)=O (configuration not stated)
  14-3-3 PPI: 9

113) Cc1oc2ncnc(N)c2c1C
  14-3-3 PPI: 0

114) CCn1cnc2sc(C(=O)Nc3ccc(C(F)(F)F)cc3)c(C)c2c1=O
  14-3-3 PPI: 1

115) COCCNC(=O)C(c1ccccc1)N(C(=O)Cn1nnc2ccccc21)c1cccnc1 (configuration not stated)
  14-3-3 PPI: -5

116) COc1ccc(C2(CCN)CC(C)N(C)CC2C)cc1 (configuration not stated)
  14-3-3 PPI: 6

Source: PubChem

These rows are one share of the data; count on the stated rates, not on these rows.
